From PubChem
Wnt bcat act: activates Wnt/beta-catenin signaling in a reporter cell assay; activation, % at 9.35 µM; 300,000 compounds, 1.2% hits; activator, plate reader; in the data active means activation above about 30%, passing the limit was not always enough;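 further: 0% = neutral control wells and 100% = positive control wells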
DSG3 Ab inh: blocks pemphigus antibody binding to human desmoglein-3 | 310,000 compounds, 0.48% hits | AID 588358 | binding (percent of control), % at 10 µM | DSG3-coupled beads, scFv-anti-DSG3-GFP binding, flow cytometry; stronger effect = lower value;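 active means binding more than 3 SD below its plate's average and above zero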; further: some compounds called inactive have numbers as strong as hits
Target sequence (P32926 whole entry, looked up): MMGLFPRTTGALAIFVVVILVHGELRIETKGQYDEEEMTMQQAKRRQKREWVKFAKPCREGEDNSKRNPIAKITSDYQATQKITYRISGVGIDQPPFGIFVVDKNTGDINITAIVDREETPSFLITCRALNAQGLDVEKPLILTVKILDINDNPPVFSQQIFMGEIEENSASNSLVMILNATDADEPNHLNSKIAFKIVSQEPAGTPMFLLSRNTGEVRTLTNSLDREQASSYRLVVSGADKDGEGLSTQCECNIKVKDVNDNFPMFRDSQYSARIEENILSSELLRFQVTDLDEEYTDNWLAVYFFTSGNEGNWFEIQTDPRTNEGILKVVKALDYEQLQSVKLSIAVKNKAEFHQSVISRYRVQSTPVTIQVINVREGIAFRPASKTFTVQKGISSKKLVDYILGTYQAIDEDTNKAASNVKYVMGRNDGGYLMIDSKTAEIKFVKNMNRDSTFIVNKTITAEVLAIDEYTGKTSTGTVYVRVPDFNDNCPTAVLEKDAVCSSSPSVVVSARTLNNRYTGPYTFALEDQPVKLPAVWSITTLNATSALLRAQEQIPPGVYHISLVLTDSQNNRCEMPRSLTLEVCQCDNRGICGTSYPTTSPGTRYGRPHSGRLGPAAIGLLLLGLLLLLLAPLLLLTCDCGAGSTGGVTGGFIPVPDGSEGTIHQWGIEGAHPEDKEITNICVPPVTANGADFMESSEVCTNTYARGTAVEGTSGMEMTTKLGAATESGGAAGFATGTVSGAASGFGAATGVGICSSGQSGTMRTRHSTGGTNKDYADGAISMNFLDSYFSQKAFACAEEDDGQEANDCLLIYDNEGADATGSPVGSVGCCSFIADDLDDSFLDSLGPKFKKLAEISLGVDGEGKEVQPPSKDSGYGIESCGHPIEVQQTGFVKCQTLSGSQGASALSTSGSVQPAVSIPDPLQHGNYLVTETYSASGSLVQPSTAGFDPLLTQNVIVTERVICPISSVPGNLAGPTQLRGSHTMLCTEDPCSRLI
V-ATPase pH: alters yeast V-ATPase proton transport. S. cerevisiae, pHLuorin cytosolic pH fluorescence. response, % at 10 µM. 350,000 compounds, 0.37% hits; in the data active means response mostly above about 7.3%, no sharp cut-off; inactive means mostly below about 5.4%; further: actives read high; inactives centre near 0; some compounds called inactive have numbers as strong as hits; reference of the scale not given here
The depositor's hits bear a star. Some of the compounds tested (hit frequency here may not be typical).

CCCCN1C(=O)C(CC(=O)NC(c2ccccc2)c2ccccc2)CC(C(=O)N(C)C)=C1C (configuration not stated) was read as Wnt bcat act -2.4, DSG3 Ab inh 110.3 and V-ATPase pH -0.5.
Screening Cc1cccc(NC(=O)c2nc[nH]c2C(=O)NC[C@@H](C)O)c1 returned Wnt bcat act -1.2, DSG3 Ab inh 102.8 and V-ATPase pH -0.5.
CCCC#Cc1cnc2c(c1)C(=O)N([C@H](C)CO)C[C@H](C)[C@@H](CN(C)C(=O)CCN1CCCCC1)O2 was read as Wnt bcat act -3.1, DSG3 Ab inh 108.6 and V-ATPase pH -2.1.
CCOCc1nc(N)nc(N)c1-c1cccc(Cl)c1 was read as Wnt bcat act 0.7, DSG3 Ab inh 93.1 and V-ATPase pH 2.3.
For CC(=O)Nc1ccc(NC(=O)c2ccc(S(=O)(=O)N3CCCCCC3)cc2)cc1 the results were Wnt bcat act -3.7, DSG3 Ab inh 102.5 and V-ATPase pH 1.0.
Screening CC(=O)N(C(C)=O)c1ccc2c(c1)OCCO2 returned Wnt bcat act 3.1, DSG3 Ab inh 103.2 and V-ATPase pH 2.9.
`COc1cc(C(=O)N2CC(=O)Nc3ccccc32)cc(OC)c1OC` gave Wnt bcat act -5.6, DSG3 Ab inh 102.5 and V-ATPase pH 1.5.
COc1cccc(/C=C/C(=O)OCC(=O)N2c3ccccc3CC2C)c1 (configuration not stated) was read as Wnt bcat act -5.9, DSG3 Ab inh 112.5 and V-ATPase pH -1.2.
CC(=O)C1=C(O)C2(C)c3c(O)c(C)c(O)c(C(C)=O)c3OC2CC1=O (configuration not stated) was read as Wnt bcat act -3.2, DSG3 Ab inh 107.4 and V-ATPase pH 0.7.
`C[C@@H]1CN([C@H](C)CO)S(=O)(=O)c2ccc(Br)cc2O[C@H]1CN(C)C(=O)Cc1ccccn1` gave Wnt bcat act -1.3, DSG3 Ab inh 103.3 and V-ATPase pH -2.0.
Screening O=C1OC(c2ccccc2)=CC1=Cc1ccccc1O returned Wnt bcat act 29.4, DSG3 Ab inh 109.7 and V-ATPase pH 0.7.
`CC(C)N(Cc1nnc(-c2ccccc2Cl)o1)C(=O)COc1cccc(Cl)c1` gave Wnt bcat act -1.8, DSG3 Ab inh 106.9 and V-ATPase pH 0.7.
Screening O=C(NCc1nnnn1-c1ccc(Cl)cc1)C(=O)c1c[nH]c2ccccc12 returned Wnt bcat act -2.4, DSG3 Ab inh 98.3 and V-ATPase pH -3.2.
`C[C@H]1CN([C@@H](C)CO)C(=O)CCCn2nncc2CO[C@H]1CN(C)C(=O)Nc1ccc(N2CCCCC2)cc1` gave Wnt bcat act 0.2, DSG3 Ab inh 106.5 and V-ATPase pH 1.9.
Cc1cccc(C(=O)NC2CCN(CC(=O)Nc3cccc(Cl)c3)CC2)c1 was read as Wnt bcat act 1.7, DSG3 Ab inh 92.9 and V-ATPase pH 2.1.

The last 6 records of the part above lead into the next.
`C[C@@H]1CN([C@H](C)CO)S(=O)(=O)c2ccc(Br)cc2O[C@H]1CN(C)C(=O)Cc1ccccn1` gave Wnt bcat act -1.3, DSG3 Ab inh 103.3 and V-ATPase pH -2.0.
Screening O=C1OC(c2ccccc2)=CC1=Cc1ccccc1O returned Wnt bcat act 29.4, DSG3 Ab inh 109.7 and V-ATPase pH 0.7.
`CC(C)N(Cc1nnc(-c2ccccc2Cl)o1)C(=O)COc1cccc(Cl)c1` gave Wnt bcat act -1.8, DSG3 Ab inh 106.9 and V-ATPase pH 0.7.
Screening O=C(NCc1nnnn1-c1ccc(Cl)cc1)C(=O)c1c[nH]c2ccccc12 returned Wnt bcat act -2.4, DSG3 Ab inh 98.3 and V-ATPase pH -3.2.
`C[C@H]1CN([C@@H](C)CO)C(=O)CCCn2nncc2CO[C@H]1CN(C)C(=O)Nc1ccc(N2CCCCC2)cc1` gave Wnt bcat act 0.2, DSG3 Ab inh 106.5 and V-ATPase pH 1.9.
Cc1cccc(C(=O)NC2CCN(CC(=O)Nc3cccc(Cl)c3)CC2)c1 was read as Wnt bcat act 1.7, DSG3 Ab inh 92.9 and V-ATPase pH 2.1.
CCOC(=O)CCCCCC(=O)Nc1ccc2c(c1)C(=O)N([C@H](C)CO)C[C@H](C)[C@@H](CN(C)S(C)(=O)=O)OCCCC[C@@H](C)O2 was read as Wnt bcat act -0.6, DSG3 Ab inh 101.3 and V-ATPase pH 1.6.
Screening O=C(Nc1ccc2c(c1)[C@@H]1C[C@@H](CC(=O)N3CCCCC3)O[C@@H](CO)[C@@H]1O2)NC1CCCCC1 returned Wnt bcat act -0.1, DSG3 Ab inh 97.6 and V-ATPase pH -0.4.
CCOc1ccc(Oc2ccccc2NC(=O)CCc2nc3ccccc3c(=O)[nH]2)cc1 was read as Wnt bcat act -3.3, DSG3 Ab inh 99.0 and V-ATPase pH -0.1.
Screening COc1ccc(OCCOC(=O)CNC(=O)c2ccc(F)cc2)cc1 returned Wnt bcat act 0.5, DSG3 Ab inh 104.6 and V-ATPase pH -0.6.
For O=c1cc(CO)[nH]nc1CO the results were Wnt bcat act -2.7, DSG3 Ab inh 104.2 and V-ATPase pH -1.1.
For CC1=C(C(=O)N(C)C)CC(CC(=O)NCCN2CCOCC2)C(=O)N1CCC1=CCCCC1 (configuration not stated) the results were Wnt bcat act 2.5, DSG3 Ab inh 103.6 and V-ATPase pH -2.3.
